Compound activity deposited in PubChem by National Center for Advancing Translational Sciences (NCATS).
KB-3-1 cytotox: qHTS assay for MDR1-selective chemotherapeutics: Primary screen using the parental adenocarcinoma cell KB-3-1. AID 1347075, 2019. KB-3-1 viability, CellTiter-Glo ATP luminescence, 72 h. 1.4% of 400,000 active. Potency, µM (series often up to 46.1 µM), for inactives: at the top dose activity change, negative = cytotoxic, usual class: cytotoxic; note: potency is the fitted concentration of half-maximal effect; % is set by controls: 0 for no effect and ±100 for the full control effect; nearly all actives have a fitted effect of over 60% in size
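72 h, 37 °C compound treatment of KB-3-1 parental cells; CellTiter-Glo added, 10 min, luminescence read. Data corrected against DMSO-only plates and normalized before curve fitting.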
HT1080 IDH1KD tx: qHTS for induction of synthetic lethality in tumor cells producing 2HG: qHTS for the HT-1080-IDH1KD cell line | HT-1080 IDH1 knockdown viability, ATP luminescence, 48 h | Potency, µM (series often up to 46.1 µM), for inactives: top-dose activity, negative = toxicity, usual class: cytotoxic | 2% of 360,000 active;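 note: potency is the fitted concentration of half-maximal effect; 0% = DMSO wells and -100% = cell-free medium wells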
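Cytotoxicity counter-line: IDH1KD HT-1080, 48 h, CellTiter-Glo. Curves classed by r2, magnitude and activity.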
KB-V1 MDR tox: qHTS assay for MDR1-selective chemotherapeutics: Primary screen using the drug-selected MDR subline cells KB-V1; KB-V1 MDR cells viability, CellTiter-Glo, 72 h; Potency, µM (titrated, usually from 46.1 µM), for the others: top-dose activity change, negative = cytotoxicity, usual class: cytotoxic; 3.4% of 400,000 active; AID 1347076, 2019; note: potency is the fitted concentration of half-maximal effect; % is set by controls: 0 for no effect and ±100 for the full control effect; nearly all actives have a fitted effect of over 60% in size
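Cytotoxicity via CellTiter-Glo luminescence after 72 h compound exposure at 37 degrees C. Cells: drug-selected KB-V1 line, DMEM phenol-red free plus 10% FBS. Compounds tested at multiple concentrations; normalized data fitted to concentration-effect curves.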
SW480 rerep: A quantitative high throughput screen for small molecules that induce DNA re-replication in SW480 colon adenocarcinoma cells; SW480 DNA re-replication, Hoechst DNA content imaging, 48 h; Potency, µM (doses to about 46.1 µM), for the others: at the highest dose re-replication activation, usual class: activators; 1.8% of 340,000 active; AID 624297, 2012; note: potency is the fitted concentration of half-maximal effect; % of control where 0% means no effect; nearly all actives have a fitted effect of over 55% in size
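SW480 cells exposed to compounds for 48 hr at 37 C, 5% CO2, then Hoechst-stained 40 min. Nuclear DNA content imaged by fluorescence scanning (405 nm excitation, 500-530 nm emission); re-replication scored as increased high-intensity nuclei.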
ATXN2 expr inh: Primary qHTS for Inhibitors of ATXN expression; HEK-293 ATXN2-luciferase reporter, luminescence, 24 h; Potency, µM (titrated, usually from 57 µM), without a hit: at the highest dose activity change, negative = inhibition, most hits filed as inhibitors; 0.72% of 360,000 active; AID 1745845, 2022; note: potency is the fitted concentration of half-maximal effect; % is set by controls: 0 for no effect and ±100 for the full control effect; nearly all actives have a fitted effect of over 55% in size
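qHTS (up to 57 uM final) was run with 24 h compound exposure of reporter cells at 37 °C. Each well was multiplexed: SteadyGlo luminescence measured ATXN2-luciferase expression after a fluorogenic Gly-Phe-AFC viability readout (25 uM final).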
MCF10A rereplic: A quantitative high throughput screen for small molecules that induce DNA re-replication in MCF 10a normal breast cells; 2.9% of 350,000 active; Potency, µM (titrated, usually from 46.1 µM), for the others: top-dose activity, positive = re-replication, most hits filed as activators; MCF 10A DNA re-replication, Hoechst nuclear intensity, 48 h; AID 624296, 2012; note: potency is the fitted concentration of half-maximal effect; % of control where 0% means no effect; nearly all actives have a fitted effect of over 50% in size
IL1B secr inh: qHTS for Inhibitors of Inflammasome Signaling: IL-1-beta AlphaLISA Primary Screen. THP-1 LPS/ATP IL-1B secretion, AlphaLISA, 16 h; active compounds read low. activity change, % at 57.5 µM. 4.7% of 360,000 active; in the data active = activity change below about -50%; inconclusive = mostly about -30% to -49%; note: % is set by controls: 0 for no effect and ±100 for the full control effect
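Secreted IL-1B measured by AlphaLISA bead assay after 16 h compound exposure of THP-1 cells; compounds (final up to 57.5 uM) added 1 h before LPS (250 ng/mL) and ATP (1.25 mM) stimulation; lower signal means less secretion.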
WRN inhibitor: qHTS for Inhibitors of WRN Helicase; 0.46% of 360,000 active; WRN helicase unwinding, fluorescent forked duplex, kinetic; Bifunctional 3'-5' exonuclease/ATP-dependent helicase WRN (Homo sapiens), Q14191; Potency, µM (doses to about 114 µM), inactives show at the top dose activity change, negative = inhibition, hits mostly inhibitors; note: potency is the fitted concentration of half-maximal effect; % is set by controls: 0 for no effect and ±100 for the full control effect; nearly all actives have a fitted effect of over 55% in size
Target sequence (Q14191 whole entry, looked up): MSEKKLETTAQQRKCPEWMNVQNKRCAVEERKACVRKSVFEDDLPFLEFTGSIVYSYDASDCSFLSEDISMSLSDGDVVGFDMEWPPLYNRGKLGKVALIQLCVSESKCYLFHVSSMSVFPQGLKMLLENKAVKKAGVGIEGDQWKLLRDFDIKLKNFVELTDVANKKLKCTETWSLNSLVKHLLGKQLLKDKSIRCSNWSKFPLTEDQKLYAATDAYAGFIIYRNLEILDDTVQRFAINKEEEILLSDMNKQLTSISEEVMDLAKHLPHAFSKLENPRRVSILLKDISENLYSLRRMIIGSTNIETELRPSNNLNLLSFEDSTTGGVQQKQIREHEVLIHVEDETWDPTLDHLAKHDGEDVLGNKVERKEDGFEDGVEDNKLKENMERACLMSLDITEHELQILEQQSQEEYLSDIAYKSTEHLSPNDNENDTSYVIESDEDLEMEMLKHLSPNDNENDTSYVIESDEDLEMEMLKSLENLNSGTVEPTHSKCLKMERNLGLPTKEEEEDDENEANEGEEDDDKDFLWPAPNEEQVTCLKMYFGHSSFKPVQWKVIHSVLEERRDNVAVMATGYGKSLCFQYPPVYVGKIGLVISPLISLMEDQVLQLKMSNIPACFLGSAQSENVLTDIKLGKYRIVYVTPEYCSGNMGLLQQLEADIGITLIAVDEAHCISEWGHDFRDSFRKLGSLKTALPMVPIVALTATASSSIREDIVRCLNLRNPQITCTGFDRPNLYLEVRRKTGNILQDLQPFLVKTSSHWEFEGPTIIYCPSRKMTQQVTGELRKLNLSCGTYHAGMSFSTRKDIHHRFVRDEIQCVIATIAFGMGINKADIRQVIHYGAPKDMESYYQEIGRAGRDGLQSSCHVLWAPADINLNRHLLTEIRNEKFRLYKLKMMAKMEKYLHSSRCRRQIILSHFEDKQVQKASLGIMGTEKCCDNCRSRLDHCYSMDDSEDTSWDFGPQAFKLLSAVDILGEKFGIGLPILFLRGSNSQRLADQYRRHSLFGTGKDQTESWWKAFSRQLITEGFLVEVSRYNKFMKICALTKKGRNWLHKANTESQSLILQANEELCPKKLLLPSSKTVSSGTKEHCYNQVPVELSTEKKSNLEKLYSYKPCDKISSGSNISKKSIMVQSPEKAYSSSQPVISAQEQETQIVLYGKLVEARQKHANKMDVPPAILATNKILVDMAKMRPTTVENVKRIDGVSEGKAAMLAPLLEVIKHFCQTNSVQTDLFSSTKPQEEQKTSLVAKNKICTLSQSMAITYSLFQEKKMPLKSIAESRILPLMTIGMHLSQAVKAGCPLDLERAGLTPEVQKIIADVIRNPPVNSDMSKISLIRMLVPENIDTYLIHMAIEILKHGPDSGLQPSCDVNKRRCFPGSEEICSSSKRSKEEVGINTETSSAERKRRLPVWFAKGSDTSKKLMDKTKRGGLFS
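Fluorescence dequenching readout, ex 525 nm/em 598 nm, kinetic mode: forked duplex DNA (100 nM final) with adjacent fluorophore and quencher unwound by WRN (20 nM final) with 2 mM ATP. Compound preincubation 15 min, room temperature.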
HT1080-NT tox: qHTS for induction of synthetic lethality in tumor cells producing 2HG: qHTS for the HT-1080-NT fibrosarcoma cell line; HT-1080-NT fibrosarcoma viability, CellTiter-Glo ATP luminescence, 48 h; Potency, µM (doses to about 46.1 µM), for the others: top-dose activity, negative = less viability, actives largely listed as cytotoxic; 1.6% of 360,000 active; AID 686970, 2013;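 note: NT is the 2HG producing partner of a matched IDH1 knockdown line; potency is the fitted concentration of half-maximal effect; 0% = DMSO-treated cells and -100% = media-only wells without cells; nearly all actives have a fitted effect of over 55% in size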
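Read-out is CellTiter-Glo luminescence after 10 minutes at room temperature, following 48 hours' compound treatment of HT-1080-NT cells (750 cells/well, RPMI, 5% FBS, 37 degrees C).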
The depositor's hits bear a star; ? = inconclusive; . = not tested or not shown; [ ] = dose if it differs, or a comment. Unless noted, calls come from the whole dose curve; as a rule, active = well fitted curve in the direction sought with a large enough effect; inconclusive = small, poorly fitted or top-dose-only effect, or another doubt; inactive = no such curve, though single readings can be large; an effect the other way counts as inactive or inconclusive.

The first 5 compounds (preview)
SMILES	KB-3-1 cytotox	HT1080 IDH1KD tx	KB-V1 MDR tox	SW480 rerep	ATXN2 expr inh	MCF10A rereplic	IL1B secr inh	WRN inhibitor	HT1080-NT tox
Cc1cc2occ(CC(=O)NC3(C)CCS(=O)(=O)C3)c2cc1C (stereo not drawn)	-42%	0%	-13%	3%	4%	0%	0	4%	15%
O=C(N/N=C/c1ccc2c(c1)OCO2)c1cc(-c2ccc(F)cc2)nc2ccccc12	?	?	8.2µM*	?	30%	3.7µM*	-1	-1%	?
NC(=O)NC(CC(=O)NCCc1ccc(S(N)(=O)=O)cc1)c1ccccc1Cl (stereo not drawn)	0%	19%	-3%	-21%	.	-5%	35	6%	?
COc1ccc(OC)c(Nc2cc3ccccc3c(=O)[nH]2)c1	4.1µM*	18µM*	23µM*	21µM*	-13%	16µM*	63	-10%[57.1 µM]	?
CN(C)N=Nc1nc2c(c(=O)n(C)c(=O)n2C)n1CC1CO1 (stereo not drawn)	?	?	-29%	16µM*	-16%	16µM*	13	-33%	?

The listing, from the first entry:
SMILES	KB-3-1 cytotox	HT1080 IDH1KD tx	KB-V1 MDR tox	SW480 rerep	ATXN2 expr inh	MCF10A rereplic	IL1B secr inh	WRN inhibitor	HT1080-NT tox
Cc1cc2occ(CC(=O)NC3(C)CCS(=O)(=O)C3)c2cc1C (stereo not drawn)	-42%	0%	-13%	3%	4%	0%	0	4%	15%
O=C(N/N=C/c1ccc2c(c1)OCO2)c1cc(-c2ccc(F)cc2)nc2ccccc12	?	?	8.2µM*	?	30%	3.7µM*	-1	-1%	?
NC(=O)NC(CC(=O)NCCc1ccc(S(N)(=O)=O)cc1)c1ccccc1Cl (stereo not drawn)	0%	19%	-3%	-21%	.	-5%	35	6%	?
COc1ccc(OC)c(Nc2cc3ccccc3c(=O)[nH]2)c1	4.1µM*	18µM*	23µM*	21µM*	-13%	16µM*	63	-10%[57.1 µM]	?
CN(C)N=Nc1nc2c(c(=O)n(C)c(=O)n2C)n1CC1CO1 (stereo not drawn)	?	?	-29%	16µM*	-16%	16µM*	13	-33%	?
CC(=O)c1ccc(N2C(=O)[C@@H]3[C@H](C2=O)[C@H]2c4ccccc4C=NN2[C@@H]3C(C)=O)cc1	8%	14%	8%	-9%	-5%	0%	27	0%	20%
CCN(CC)C(=O)Oc1ccc2cc(Br)ccc2c1	8%	8%	-3%	-2%	49%[activator]	-2%	-11	-3%	15%
CN(C)CCn1c2c(c(SCC(=O)Nc3cccc(C(F)(F)F)c3)nc1=O)CCCC2	0%	-10%	?	?	-21%	0%	?	2%	-7%
COc1ccc(C)cc1NC(=O)c1nn(C)cc1Br	-7%	8%	-6%	-1%	.	5%	-8	-2%	0%
COCCN(C(=O)CNC(=O)c1cccs1)C(C(=O)NC1CCCCC1)c1ccco1 (stereo not drawn)	-1%	13%	0%	-1%	1%	6%	-3	-7%	-2%
CCN1CCS/C1=C\C=C\C1=[N+](CC)CCS1	0%	5.2µM*	-18%	-67%[inhibitor]	?	?	-16	-5%	4.6µM*
COc1ccc(NC(=O)CCN2C(=O)c3ccccc3C2=O)c(OC)c1	-11%	-6%	-9%	1%	22%	-2%	-19	-4%	-2%
CC1CCCN(C(=O)COC(=O)c2n[nH]c3ccccc23)C1 (stereo not drawn)	8%	1%	-10%	3%	24%	-4%	-13	4%	-3%
CC(=O)N1CCC(N(CCCOC(C)C)C(=O)Nc2ccc(Cl)cc2)CC1	-5%	-11%	-11%	0%	-2%	-2%	-3	-6%	-7%
Fc1ccccc1NC(=S)N1CCN(Cc2ccc3c(c2)OCO3)CC1	0%	-1%	0%	-30%[inhibitor]	-15%	?	-24	4%	0%
COc1cccc(N/C(N)=N/c2nc(C(F)(F)F)cc(=O)[nH]2)c1	0%	15%	-24%	24%	0%	?	19	5%	7%
CCn1c(SCC(=O)Nc2cccc(NC(C)=O)c2)nc2c([nH]c3ccccc32)c1=O	12%	?	-6%	-5%	-9%	27%	0	-13%	?
CCNc1nc(C(=O)O)nc(N2CCOCC2)n1	7%	24%	-20%	0%	-19%	-3%	10	-15%	1%
O=C(c1ccc(S(=O)(=O)NCc2ccco2)cc1)N1CCCC1	14%	-1%	11%	5%	-12%	0%	-6	4%	9%
Cc1ccc(C)c(OCC(=O)N2CCN(C(=O)c3ccco3)CC2)c1	13%	-3%	?	-1%	4%	-2%	-3	-20%	-1%
CC(=O)c1cccc(NC(=O)CN(c2ccccc2)S(C)(=O)=O)c1	1%	17%	6%	0%	5%	-1%	15	-10%	15%
CCCCC1(C)Nc2ccccc2-c2nc3ccccc3n21 (stereo not drawn)	8%	-3%	11%	-1%	45%[activator]	13%	-8	-4%	-3%
O=C(Nc1nc(-c2ccc(-c3ccccc3)cc2)cs1)c1cnccn1	?	-1%	0%	29%	6%	10%	-20	-5%	0%
COc1ccc(C2C(C(=O)c3ccc(C)o3)=C(O)C(=O)N2Cc2ccco2)cc1OC (stereo not drawn)	0%	2%	-5%	-18%	18%	-55%[inhibitor]	3	5%	1%
CC(C)(C)N1OC2CC1c1nc3ccccc3n1C2 (stereo not drawn)	14%	26%	?	-5%	10%	-1%	39	-2%	18%
CCCC(=O)Nc1cc(Cl)ccc1C	1%	-2%	-13%	?	-18%	?	?	-4%	-2%
COc1ccc(-n2nnnc2-c2cccnc2)cc1	5%	-2%	4%	14%[9.22 µM]	13%	-5%	19	-11%	-2%
Cc1cc(NC(=O)CSc2nc3c(C)cccc3cc2C)no1	13%	-1%	10%	-8%	3%	-1%	20	-17%	10%
COc1ccc(Cl)cc1NC(=O)CCCNC(=O)c1ccc(Cl)cc1	0%	-7%	-9%	-30%	-9%	3%	37	-7%[57.1 µM]	-11%
OCCC1CN(Cc2cccc3c2OCO3)CCN1Cc1ccccc1 (stereo not drawn)	0%	-2%	1%	-40%[inhibitor]	-17%	6%	-5	5%	4%
Cc1ccc(C(=O)NC(=S)Nc2ccc(NC(=O)c3cccs3)cc2)cc1[N+](=O)[O-]	-7%	21µM*	-11%	-4%	?	?	12	-14%	?
Nc1nnnn1/N=C/c1ccccc1C(F)(F)F	-20%	10%	?	1%	0%	-15%	0	-33%	13%
O=C(Nc1ccc2c(c1)OCCO2)c1cccnc1Oc1ccc(Cl)cc1	0%	-15%	-7%	6%	-26%	1%	-12	-2%	-11%
CC1CCCC(C)N1C(=O)Cn1c(SCC(=O)NCc2ccc3c(c2)OCO3)nc2ccccc21 (stereo not drawn)	-6%	-6%	-29%	0%	-3%	-10%	-13	4%	-18%
COc1ccccc1N1CCN(C(=O)C2CCCN(S(=O)(=O)c3ccc(C)cc3)C2)CC1 (stereo not drawn)	-24%	-9%	?	6%	-33%	-1%	-26	-3%	-23%
CCOC(=O)c1sc(SCc2ccccc2)c2c1CC(C)(C)CC2=O	-1%	.	-9%	0%	-17%	?	.	.	.
Cc1ccc(C(=O)Nc2ccc(C(=O)O)cc2NC(=O)c2ccc(C)cc2)cc1	1%	9%	?	-4%	.	-4%	12	6%	11%
Cc1ccc(S(=O)(=O)NC(C(=O)OCC(=O)NC2CCS(=O)(=O)C2)C(C)C)cc1 (stereo not drawn)	-4%	9%	1%	-2%	4%	6%	16	2%	14%
COC(=O)c1ccc(COc2ccc(/C=N/O)cc2)o1	10%	-4%	-28%	0%	-8%	-1%	13	4%	13%
O=C(NCC(=O)N(CCc1ccccc1)C(C(=O)NC1CCCCC1)c1ccncc1)c1ccco1 (stereo not drawn)	-3%	1%	-10%	2%	-1%	28%	-8	-3%	-4%
CCOC(=O)n1c(=O)oc2cc(S(=O)(=O)N3CCOCC3)ccc21	-6%	2%	2%	-3%	2%	8%	1	7%	16%
CCCc1cc(=O)oc2c(C)c(OCC(=O)Nc3cccnc3)ccc12	8%	7%	-19%	1%	-6%	0%	0	-6%	7%
CC(C)(C)NC(=O)Nc1ccccc1C(N)=O	3%	-7%	3%	-34%[inhibitor]	5%	7%	8	-9%	3%
C(=N\NC1=Nc2cccc3cccc1c23)/c1cccnc1	-2%	-13%	16µM*	0%	4%	?	-98*	?	-18%
CN(CC(=O)NCc1cccnc1)S(=O)(=O)c1ccc(F)cc1	5%	18%	3%	-6%	0%	1%	9	7%	9%
Cc1nn(-c2ccccc2)c(Cl)c1/C=N/NC(=O)c1cccc(S(=O)(=O)N2CCCC2)c1	6%	0%	22%	-1%	-17%	1%	22	3%	2%
CCN(C(=O)c1cc2c(C)nc3ccccc3c2o1)c1cc(Cl)ccc1OC	?	?	?	?	?	?	-7	-13%	?
CC(=O)Nc1ccc(S(=O)(=O)NCC2CCC(C(=O)NCCCN3CCCC3=O)CC2)cc1 (stereo not drawn)	9%	17%	8%	-5%	2%	-6%	2	-1%	13%
COc1ccccc1-c1noc(-c2ccccc2C(=O)N2CCOCC2)n1	14%	6%	-3%	-7%	-28%	-1%	3	-5%	0%
CCOC(=O)C1CCCCN1S(=O)(=O)c1ccc2c(c1)CC(C)N2C(=O)C1CCC1 (stereo not drawn)	?	-5%	-5%	13%	.	?	-6	4%	?
CCOc1cc(CNCc2ccccn2)ccc1OCC(=O)NC(C)(C)C	?	?	?	-2%	0%	11%	26	2%	-27%
